M. tuberculosis = growth inhibition of non-replicating M. tuberculosis (AID 488890); Mycobacterium tuberculosis non-replicating, growth inhibition; higher % means a stronger effect; one-dose inhibition, % at 25 µM; IC50 in µM for titrated hits; 320,000 compounds, 0.39% hits; in the data active means a potency from the dose series; inconclusive means inhibition mostly from about 82% at the one dose, without a potency; inactive means the rest, 99 in 100 with inhibition below about 76%;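 further: plate controls were DMSO cells for no effect and high antibiotic wells for full effect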
VEEV TC-83 Vero = inhibitors of VEEV TC-83 cytopathic effect, confirmation, Vero cells (AID 588727). one-dose inhibition, % at 20 µM; IC50 in µM for titrated hits. 350,000 compounds, 0.13% hits. Vero cells, VEEV TC-83 cytopathic effect inhibition; higher % means a stronger effect; in the data active means a potency from the dose series; inconclusive means inhibition mostly from about 14% at the one dose, without a potency; inactive means the rest, 99 in 100 with inhibition below about 12%; further: strong numbers were not always called active
PhoP GFP inhibition = Inhibition of PhoP regulon, Salmonella typhi GFP reporter cells, confirmation, 4 h (AID 1850). Salmonella Typhi PhoP-promoter GFP reporter, fluorescence, 4 h; higher % means a stronger effect. inhibition, % at 50 µM; hits with a dose series show IC50 in µM. 310,000 compounds, 0.33% hits; in the data active means a potency from the dose series; inconclusive means inhibition mostly from about 25% at the one dose, without a potency; inactive means the rest, 99 in 100 with inhibition below about 19%;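 further: 0% = induced wells with vehicle and 100% = uninduced wells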
M. tuberculosis HTS = M. tuberculosis growth inhibition, HTS (AID 449762). M. tuberculosis H37Rv growth inhibition, 7H9 media; higher % means a stronger effect. inhibition, % at 25 µM; hits with a dose series show IC50 in µM. 330,000 compounds, 0.59% hits; in the data active means a potency from the dose series; inconclusive means inhibition above about 70% without an active follow-up result;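 further: bacterial growth assessed after seven days of incubation; strong numbers were not always called active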
H1N1 NS1A inhibition = H1N1 influenza NS1A inhibitors, functional cell based assay (AID 504329) | one-dose inhibition, % at 12.5 µM; IC50 in µM for titrated hits | 340,000 compounds, 0.3% hits | NS1A functional cell-based assay, percent inhibition; higher % means a stronger effect; in the data active means a potency from the dose series; inconclusive means inhibition above about 27% without an active follow-up result; further: strong numbers were not always called active
VEEV TC-83 Vero 10K pilot screen = also measured in VEEV TC-83 Vero; calls as there; inhibition, %; measured here: 10K pilot screen inhibition
Starred values were filed as active, the others as inactive; i = inactive; ? = inconclusive; . = not tested or not shown; & = joins results of further samples.

SMILES	M. tuberculosis	VEEV TC-83 Vero	PhoP GFP inhibition	M. tuberculosis HTS	H1N1 NS1A inhibition	others
CCCSc1nc2sc3c(c2c(=O)[nH]1)CCN(Cc1ccccc1)C3	37%	1.4%	0%	13%	-5%
COC(=O)CCC(=O)OC1(C)C(=O)C2=CN(CCCCO)C(c3ccc(OC)cc3)=CC2=C(Br)C1=O (stereo not given)	1%	.	-16%	2%	.
CCCCS(=O)c1c(O)c2ccccc2[nH]c1=O (stereo not given)	-9%	0.1%	-4%	0%	21%
CCN(CC)Cc1ccccc1CNC(=O)c1cccc(S(=O)(=O)Nc2ccc3c(c2)OCO3)c1	35%	i	.	3%	-4%
COc1ccccc1-c1nc(-c2ccc(Br)o2)no1	.	2.8%	-2%	0%	-11%
Cc1ccccc1C(=O)NCCCCc1ccccc1	28%	2.2%	-6%	7%	-5%
COc1cccc(C2(CSc3nnc(-c4cc(OC)c(OC)c(OC)c4)o3)OCCO2)c1	11%	7.2%	-3%	-9%	2%
COc1ccc(CCC(=O)Nc2ccc(Cl)c(S(=O)(=O)N3CCOCC3)c2)cc1OC	.	5.4%	.	.	-3%
CC(C)N=C(NC#N)SCc1ccc(Br)cc1	4%	i	-6%	-4%	3%
CCN1C(=O)[C@H]2[C@H]3CN=C(SCc4ccc(C#N)cc4)N3[C@@](Cc3ccccc3)(C(=O)OC)[C@H]2C1=O	.	0.6%	.	.	-17%
COC12CCC3(CC1C(C)(O)C(C)(C)C)[C@H]1Cc4ccc(O)c5c4[C@@]3(CCN1CC1CC1)C2O5 (stereo not given in full)	-3%	4.0%	.	2%	7%
CCCCC1C2C(=O)N(c3ccccc3)C(=O)C2ON1c1ccccc1 (stereo not given)	3%	0.2%	2%	1%	1%
COc1ccc(Nc2nc(C)cc(C)c2C#N)cc1	18%	1.9%	-11%	-1%	12%
COC(=O)c1c(C)cc(O)cc1O	-14%	0.6%	0%	-4%	-8%
Cc1ccc(CSCC(=O)Nc2ccc(F)cc2)cc1	?	0.8%	1%	12%	-7%
O=C1NC(=O)C(=Cc2ccco2)C(=O)N1	.	6.7%	.	.	9%
CCn1c(SCc2ccccc2Cl)nc2nc3c(cc2c1=O)CCCC3	.	4.9%	.	.	-5%
O=C1Nc2ccccc2/C1=N\N1CCOCC1	3%	i	11%	-12%	2%
O=C(NC(CC(=O)N1CCCC(C(F)(F)F)C1)c1ccccc1)c1ccccc1Cl (stereo not given)	-13%	1.1%	-9%	0%	-3%
CC(=O)NC(Cc1c[nH]c2ccccc12)C(=O)OCC(=O)Nc1ccc2c(c1)OCO2 (stereo not given)	47%	2.4%	4%	?	3%
CC(O)[C@H]1CC[C@H]2[C@@H]3CC[C@H]4C[C@@H](O)CC[C@]4(C)[C@H]3/C(=N/O)C[C@]12C (stereo not given in full)	4%	1.5%	-38%	-9%	-3%	VEEV TC-83 Vero 10K pilot screen=2.1
CC(=O)c1ccc(-n2nnnc2SCC(=O)NNC(=O)c2ccco2)cc1	7%	0.2%	-8%	4%	0%
Cn1cc(Br)c(C(=O)Nc2nccs2)n1	5%	1.5%	-4%	-8%	-6%
COCCC(=O)N1CCC(Oc2ccc(C(=O)N3CCC(N(C)C)C3)cc2)CC1 (stereo not given)	-4%	1.8%	-5%	1%	-8%
Cc1cc2ccccn2c1C(=O)c1ccc(F)cc1	32%	i	3%	4%	-18%
COc1ccc(CC(=O)Nc2c(C(N)=O)oc3ccccc23)cc1	-9%	0.6%	5%	-1%	-4%
Cc1cc(C)c(NC(=O)c2cc3c(nc4sccn43)s2)c(C)c1	22%	7.1%	0%	-18%	2%
O=C(COc1ccc(C(=S)N2CCOCC2)cc1)N1CCCC1	-4%	1.1%	-1%	-7%	8%
CCCn1c(N)c(C(=S)NC(=O)C2CC2)c(=O)n(C)c1=O	.	i	.	.	4%
CC(C)C1Cc2c(sc3c2c(=O)n(Cc2ccccc2)c2nncn32)CO1 (stereo not given)	6%	7.0%	5%	0%	-18%
O=C(Cc1cccc(F)c1)N1CCOCC1	.	0.7%	.	.	1%
O=C(NC1CCc2ccccc21)c1cc(COc2ccc(F)cc2F)on1 (stereo not given)	9%	1.0%	-5%	12%	-5%
CCOc1ccc(-n2c(SCC(=O)Nc3cc(C)on3)nc3c([nH]c4ccccc43)c2=O)cc1	.	1.8%	-5%	1%	7%
CCC(=O)Nc1cccc(Oc2nc(C)cc(C)c2C#N)c1	.	0.9%	4%	3%	31%
O=C1/C(=C\c2ccncc2)SC(=S)N1C1CCCCC1	0%	0.3%	-3%	-3%	4%
CC(=O)N1CCc2c(sc(NC(=O)C3CCCN3S(=O)(=O)c3cccs3)c2C#N)C1 (stereo not given)	-3%	2.3%	-2%	3%	-3%
COc1ccc(-c2csc(NC(=O)c3ccc(OCC(=O)N4CCOCC4)c(OC)c3)n2)cc1OC	4%	10.0%	-8%	64%	8%
O=C(O)c1cccnc1SC1CC(=O)N(c2cccc(C(F)(F)F)c2)C1=O (stereo not given)	.	0.5%	-9%	-4%	-4%
CN(C)c1ccnc2sc3c(NCC(O)CO)ncnc3c12 (stereo not given)	-13%	3.8%	-5%	7%	7%
CN(Cc1ccc(C(C)(C)C)cc1)C(=O)c1ccc2c(c1)OCO2	.	11%	.	.	2%

Pulled one by one from above, 2 records:
SMILES	M. tuberculosis	VEEV TC-83 Vero	PhoP GFP inhibition	M. tuberculosis HTS	H1N1 NS1A inhibition	others
Cn1cc(Br)c(C(=O)Nc2nccs2)n1	5%	1.5%	-4%	-8%	-6%
CN(Cc1ccc(C(C)(C)C)cc1)C(=O)c1ccc2c(c1)OCO2	.	11%	.	.	2%

The main list resumes, starting 7 compounds before the break.
SMILES	M. tuberculosis	VEEV TC-83 Vero	PhoP GFP inhibition	M. tuberculosis HTS	H1N1 NS1A inhibition	others
CCC(=O)Nc1cccc(Oc2nc(C)cc(C)c2C#N)c1	.	0.9%	4%	3%	31%
O=C1/C(=C\c2ccncc2)SC(=S)N1C1CCCCC1	0%	0.3%	-3%	-3%	4%
CC(=O)N1CCc2c(sc(NC(=O)C3CCCN3S(=O)(=O)c3cccs3)c2C#N)C1 (stereo not given)	-3%	2.3%	-2%	3%	-3%
COc1ccc(-c2csc(NC(=O)c3ccc(OCC(=O)N4CCOCC4)c(OC)c3)n2)cc1OC	4%	10.0%	-8%	64%	8%
O=C(O)c1cccnc1SC1CC(=O)N(c2cccc(C(F)(F)F)c2)C1=O (stereo not given)	.	0.5%	-9%	-4%	-4%
CN(C)c1ccnc2sc3c(NCC(O)CO)ncnc3c12 (stereo not given)	-13%	3.8%	-5%	7%	7%
CN(Cc1ccc(C(C)(C)C)cc1)C(=O)c1ccc2c(c1)OCO2	.	11%	.	.	2%
N#C/C(=C\c1ccc(Br)s1)C(=O)N1CCN(c2ccccc2)CC1	7%	0.5%	0%	5%	11%
C=C1CCC2[C@](C)(CO)[C@H](O)CC[C@@]2(C)[C@@H]1/C=C/C1=CCOC1=O (stereo not given in full)	-10%	2.4%	13%	-12%	-2%
COc1cccc(COc2ccc3ccc(=O)oc3c2)c1	29%	3.3%	9%	12%	16%
COc1ccc(-c2nnc(SCC(=O)N3CCCC(C)C3)o2)c(OC)c1 (stereo not given)	69%	i	-3%	-4%	6%
CCC(c1nnnn1CCc1ccccc1)N(Cc1ccco1)Cc1cc2cc(C)cc(C)c2[nH]c1=O (stereo not given)	38%	8.5%	3%&-3%	-7%	5%
O=C(O)c1nc(NCCc2ccccc2)ncc1Cl	-1%	i	5%	2%	4%
CCn1c(=O)cc(OCC(=O)Nc2cccnc2)c2ccccc21	-7%	1.7%	-2%	-5%	1%
CC(C)c1ccc(C2CC(=O)N3CN(Cc4ccco4)CSC3=C2C#N)cc1 (stereo not given)	73%	i	7%	-1%	4%
O=C(CSc1nnc(-c2ccncc2)n1CCc1ccccc1)NCc1ccccc1	-5%	2.0%	-13%	-5%	-14%
Brc1cnc(N2CCOCC2)nc1N1CCCCC1	-8%	i	-3%	-11%	-4%
CC(=O)N1c2c(cc(Br)cc2S(=O)(=O)NCc2cccnc2)CC1C (stereo not given)	11%	3.7%	-1%	8%	0%
O=C(NC1(C(F)(F)F)NC(=O)N(c2ccccc2F)C1=O)c1ccncc1 (stereo not given)	6%	i	-5%	-11%	-3%
COc1ccc(-c2n[nH]c(C)c2-c2cc(OC)ccc2O)cc1	0%	8.2%	-5%	-9%	9%
O=C(O)Cc1ccc(NC(=O)C(c2ccccc2)c2ccccc2)cc1	2%	0.1%	-26%	-4%	7%	VEEV TC-83 Vero 10K pilot screen=0.0
Cc1ccc(NC(=O)COC(=O)c2ccc3c(c2)OCO3)cc1S(=O)(=O)N1CCCCC1	3%	2.2%	-2%	6%	4%
COc1ccc(C(=O)N(CN2CCCC2=O)c2nccs2)cc1OC	2%	1.6%	15%	-8%	-9%
COc1ccc(-c2noc(-c3ccc(Br)o3)n2)cc1OC	8%	4.2%	-7%	11%	5%
CN1C(=O)c2ccc(NC(=O)C3CC3)cc2C1=O	-9%	1.9%	-1%	-7%	0%
COc1ccc(Cl)cc1NC(=O)NC(C)C	2%	0.1%	-6%	9%	0%
Cc1noc(C)c1S(=O)(=O)Nc1c(C)n(C)n(-c2ccccc2)c1=O	-28%	0.7%	1%	-4%	-19%

An excerpt from above in order of length of the SMILES, smallest number first:
SMILES	M. tuberculosis	VEEV TC-83 Vero	PhoP GFP inhibition	M. tuberculosis HTS	H1N1 NS1A inhibition	others
CN1C(=O)c2ccc(NC(=O)C3CC3)cc2C1=O	-9%	1.9%	-1%	-7%	0%
COc1ccc(-c2n[nH]c(C)c2-c2cc(OC)ccc2O)cc1	0%	8.2%	-5%	-9%	9%
O=C(CSc1nnc(-c2ccncc2)n1CCc1ccccc1)NCc1ccccc1	-5%	2.0%	-13%	-5%	-14%
CC(C)c1ccc(C2CC(=O)N3CN(Cc4ccco4)CSC3=C2C#N)cc1 (stereo not given)	73%	i	7%	-1%	4%
O=C(NC1(C(F)(F)F)NC(=O)N(c2ccccc2F)C1=O)c1ccncc1 (stereo not given)	6%	i	-5%	-11%	-3%

The list continues:
SMILES	M. tuberculosis	VEEV TC-83 Vero	PhoP GFP inhibition	M. tuberculosis HTS	H1N1 NS1A inhibition	others
O=C(N/N=C1/CCS(=O)(=O)c2ccc(F)cc21)c1ccccn1	32%	1.8%	7%	-4%	6%
COc1cc(C)c(NC(=S)NCCCN2CCOCC2)cc1OC	-7%	0.1%	-9%	-2%	-5%
O=C(CCc1ccccc1)NC(=S)Nc1cccc(C(=O)O)c1	-28%	3.2%	9%	5%	1%
Cc1cc(-c2nn3c(C)nnc3s2)ccc1NC(=O)C(C)(C)C	23%	2.4%	-1%	-3%	-3%
O=C(COc1ccccc1-c1ccccc1)NN=C1CCCC1	-4%	0.4%	-20%	3%	-9%
O=C1C(Cl)=C(Oc2ccccc2)C(=O)c2ccccc21	.	1.7%	.	.	12%
Cc1ccc(-n2cnc(N)c2C(=O)c2cccc([N+](=O)[O-])c2)cc1	-16%	5.1%	-1%	1%	0%
O=[N+]([O-])c1ccccc1CN1CCN(S(=O)(=O)c2ccccc2)CC1	9%	i	4%	-4%	4%
CCOc1ccc(C(=O)CSc2nnc3ccccn23)cc1	4%	1.3%	-32%	-1%	-15%
Cc1ccc(C(CC(=O)O)Nc2nc(N3CCCCC3)nc(N3CCCCC3)n2)cc1 (stereo not given)	25%	3.0%	2%	4%	-4%
Cc1c(CCC(=O)N2CCC[C@H]2C(=O)O)c(=O)oc2c(C)c3oc4c(c3cc12)CCCC4	46%	0.5%	-7%	-1%	8%
CCN(CC)S(=O)(=O)c1ccc(-c2nnc(SCC(C)=O)o2)cc1	7%	i	7%	4%	-5%
Cc1nc(C(F)(F)F)ccc1C(=O)NN1CCOCC1	-16%	1.0%	0%	-12%	21%
CNC(=S)N1N=C(c2ccc(Br)cc2)CC1c1ccc(Br)cc1 (stereo not given)	0%	i	-4%	3%	-6%
O=S(=O)(c1ccccc1)c1nc(-c2ccco2)oc1N1CCCCC1	4%	4.5%	-18%	2%	-1%
Nc1ccc2c(O)cc(S(=O)(=O)O)cc2c1	.	1.8%	.	.	-11%
COc1ccc(S(=O)(=O)N2CCC(C(=O)NC3CCCC3)CC2)cc1C	-23%	1.1%	6%	-5%	4%
COc1ccc(/C=N/NC(=O)c2ccc(N3CCCC3=O)cc2)cc1	6%	1.9%	1%	-1%	0%
CCn1c(SCC(=O)Nc2ccccc2OC)nnc1-c1cnccn1	11%	3.7%	-3%	0%	-11%

Source: PubChem BioAssay (Southern Research Specialized Biocontainment Screening Center)

Not a hit list; 1.5% or so of the library scored in one or more.
